Compound activity as filed in PubChem.
Mito fusion yeast = qHTS Assay for Small Molecule Inhibitors of Mitochondrial Division or Activators of Mitochondrial Fusion | S. cerevisiae fusion-defective mutant growth rescue, CellTiterGlo 48 h | Potency, µM (series often up to 46.1 µM), inactives show top-dose growth rescue (activation), most hits filed as activators | 320,000 compounds, 0.23% hits;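 note: potency is the fitted concentration of half-maximal effect; % of control where 0% means no effect; nearly all actives have a fitted effect of over 45% in size; temperature-sensitive fusion mutants such as fzo1-1 at 37 °C on non-fermentable ethanol glycerol medium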
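Compounds are tested for their ability to restore growth of mitochondrial fusion-defective yeast strains at non-permissive 37C in YPEG medium over 48 hours. Viability is quantified by luciferase luminescence.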
Tb PFK inh = qHTS Assay to Find Inhibitors of T. brucei phosphofructokinase | ATP-dependent 6-phosphofructokinase (Trypanosoma brucei brucei), O15648 | T. brucei PFK, ADP-Glo luminescence | Potency, µM (highest dose often 57.5 µM), without a hit: top-dose activity, negative = inhibition, most hits filed as inhibitors | 330,000 compounds, 0.17% hits | AID 485367, 2010;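 note: potency is the fitted concentration of half-maximal effect; 0% = uninhibited 1x PFK enzyme wells and -100% = no-enzyme wells; nearly all actives have a fitted effect of over 60% in size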
Target sequence (O15648 whole entry, looked up): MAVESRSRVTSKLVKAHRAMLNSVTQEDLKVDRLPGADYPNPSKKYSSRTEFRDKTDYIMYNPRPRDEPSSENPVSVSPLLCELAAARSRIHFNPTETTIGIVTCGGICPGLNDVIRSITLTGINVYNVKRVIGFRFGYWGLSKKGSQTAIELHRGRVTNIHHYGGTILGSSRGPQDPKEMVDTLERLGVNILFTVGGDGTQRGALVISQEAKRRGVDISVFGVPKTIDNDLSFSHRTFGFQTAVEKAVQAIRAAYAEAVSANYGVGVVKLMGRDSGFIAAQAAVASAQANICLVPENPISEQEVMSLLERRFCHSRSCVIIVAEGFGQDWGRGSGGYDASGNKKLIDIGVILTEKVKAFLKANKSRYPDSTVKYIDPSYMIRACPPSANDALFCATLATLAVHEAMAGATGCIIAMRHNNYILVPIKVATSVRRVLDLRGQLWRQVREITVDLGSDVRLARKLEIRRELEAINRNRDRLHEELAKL
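PFK 1.25 nM, F6P 0.5 mM, ATP 0.1 mM, 0.1 M TEA pH 8.0, 5 mM MgCl2, 0.01% Tween20, 0.1% BSA; 45 min RT. ADP-Glo readout. qHTS titration up to 57 uM; curves fitted, compounds curve-classed.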
TSHR antagonist = Antagonists of the Thyroid Stimulating Hormone Receptor: HTS campaign | TSHR-expressing cells, TSH-stimulated cAMP HTRF, 2 h; hits give low values | activity change, negative = inhibition, % at 11.5 µM | 330,000 compounds, 0.2% hits | AID 504810, 2011;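 active = activity change below a set negative limit, meaning inhibition stronger than a set level, cut at about -70% in these data; inconclusive = activity change between two set negative limits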; note: % is set by controls: 0 for no effect and ±100 for the full control effect
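Freshly harvested TSHR cells receive pin-tooled compound, then EC80 TSH at 4nM final. After 2 hours at 37 deg C, antibody in lysis buffer and cAMP-d2 are added; 30 minutes at ambient temperature precede the HTRF read.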
USP2a inh = qHTS Assay for Inhibitors of Ubiquitin-specific Protease USP2a Using CHOP2 as the Reporter; Potency, µM (highest dose often 38.3 µM), for the others: at the highest dose activity change, negative = inhibition, actives largely listed as inhibitors; USP2 core, Ub-CHOP2 coupled fluorogenic reporter, 485/531; 330,000 compounds, 0.01% hits;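 note: potency is the fitted concentration of half-maximal effect; plate controls were DMSO wells for no effect and full inhibition by NEM control for full effect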
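USP2 core (10nM final) preincubated 30min RT with compound in 20mM Tris-HCl pH 8.0, 2mM CaCl2, 2mM beta-mercaptoethanol, 0.05% CHAPS; 25nM Ub-CHOP2 plus 25nM reporter substrate added, fluorescence (Ex485/Em531) read after 60min.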
Eya2 phos inh = qHTS Assay for Inhibitors of the Phosphatase Activity of Eya2. recombinant Eya2, OMFP fluorescence dephosphorylation (OMFP is methylfluorescein phosphate). Potency, µM (highest dose often 76.9 µM), without a hit: at the top dose activity, negative = inhibition, actives largely listed as inhibitors. 330,000 compounds, 0.006% hits. AID 488837, 2010; note: potency is the fitted concentration of half-maximal effect; % is set by controls: 0 for no effect and ±100 for the full control effect
Target sequence (O00167 whole entry, looked up): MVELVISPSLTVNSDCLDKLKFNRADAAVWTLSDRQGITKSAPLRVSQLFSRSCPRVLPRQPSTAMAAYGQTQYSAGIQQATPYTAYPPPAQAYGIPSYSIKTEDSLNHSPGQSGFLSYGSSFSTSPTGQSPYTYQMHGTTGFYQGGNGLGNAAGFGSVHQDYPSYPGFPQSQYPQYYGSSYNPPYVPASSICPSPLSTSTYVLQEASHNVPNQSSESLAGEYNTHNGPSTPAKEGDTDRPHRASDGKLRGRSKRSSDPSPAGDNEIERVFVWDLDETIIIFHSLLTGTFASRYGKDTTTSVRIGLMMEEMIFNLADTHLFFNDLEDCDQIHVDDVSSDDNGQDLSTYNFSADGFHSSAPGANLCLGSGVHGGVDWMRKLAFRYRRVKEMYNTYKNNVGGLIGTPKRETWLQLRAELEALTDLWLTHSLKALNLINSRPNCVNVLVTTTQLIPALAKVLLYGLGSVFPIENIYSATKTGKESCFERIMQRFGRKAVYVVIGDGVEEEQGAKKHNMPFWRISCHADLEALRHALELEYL
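Eya2 (0.2 uM) preincubated 10 min at ambient with compound, then OMFP substrate added at 50 uM; 10 min reaction in 50 mM HEPES pH 7.5, 50 mM NaCl, 5 uM MgCl2, 0.05% BSA, 1 mM DTT. Fluorescence read at Ex 485/Em 525 nm.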
BCR signal inh = qHTS Assay to Find Inhibitors of Chronic Active B-Cell Receptor Signaling. 340,000 compounds, 0.05% hits. AID 493014, 2011. ABC-DLBCL IkBa-CBG/CBR reporter, luminescence ratio, 4 h. Potency, µM (doses to about 46.1 µM), for the others: at the highest dose ratio change, negative = lower green/red ratio, usual class: inhibitors; active = well fitted inhibition curve with a large enough effect in the signal ratio, with a control signal flat, not every such curve was filed as active; inconclusive = small, poorly fitted or top-dose-only effect, or effect the other way, or a change in a side signal; the % refers to the signal ratio;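 note: potency is the fitted concentration of half-maximal effect; plate controls were basal doxycycline-induced cells for no effect and cells given 10 µM MG132 for full effect; MG132 reads +100%, hits lower the ratio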
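TMD8 human ABC-DLBCL cells with doxycycline-inducible IκBα–green luciferase fusion and unfused red luciferase, in 0.5% FBS medium; compounds up to 46 uM, 4 h at 37C. Green/red luminescence ratio, filter-overlap corrected, fitted to concentration-response curves.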
ELG1 DNA repair = qHTS screen for small molecules that inhibit ELG1-dependent DNA repair in human embryonic kidney (HEK293T) cells expressing luciferase-tagged ELG1 | HEK293T ELG1-luciferase reporter, luminescence, 16 h; DNA damage induced by 5-fluorouridine | Potency, µM (series often up to 46.1 µM), inactives show at the highest dose activity change, negative = inhibition, actives largely listed as inhibitors | 330,000 compounds, 2.3% hits | AID 504467, 2011; note: potency is the fitted concentration of half-maximal effect; % is set by controls: 0 for no effect and ±100 for the full control effect; nearly all actives have a fitted effect of over 55% in size
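Step one: seed 2,000 cells per well. Step two: pin-transfer compound or DMSO alongside 5-fluorouridine. Step three: incubate 16 hr, 37 °C, 5% CO2. Step four: add ONE-Glo, wait 30 min, read luminescence.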
B2AR arrestin = qHTS assay of beta-arrestin-biased ligands of beta2-adrenergic receptor; Beta-2 adrenergic receptor (Homo sapiens), P07550; beta-arrestin recruitment to beta2AR, cell-based reporter; Potency, µM (titrated, usually from 46.1 µM), inactives show at the highest dose activation, usual class: activators; 330,000 compounds, 0.02% hits; AID 492947, 2010;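 note: potency is the fitted concentration of half-maximal effect; 0% = DMSO controls and full agonism = EC100 isoproterenol or metaproterenol; nearly all actives have a fitted effect of over 65% in size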
TSG101-PTAP inh = qHTS Assay for Iinhibitors of HIV-1 Budding by Blocking the Interaction of PTAP/TSG101 | Potency, µM (titrated, usually from 115 µM), without a hit: top-dose activity change, negative = inhibition, usual class: inhibitors | 340,000 tested, under 10 active | Fluorescence polarization, FITC-PTAP peptide / Tsg101 binding; active = well fitted inhibition curve with a large enough effect in the main read-out, with a control signal flat, not every such curve was filed as active; inconclusive = small, poorly fitted or top-dose-only effect, or effect the other way, or a change in a side signal; inactive = no such curve, though single readings can be large or run the other way; note: potency is the fitted concentration of half-maximal effect; % of control where 0% means no effect
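Compounds were pin-transferred onto Tsg101 binding domain (10 uM final) in HEPES pH 7.5 buffer, then FITC-PTAP peptide was added at 50 nM final. After 20 min at RT, polarization reported peptide displacement across a qHTS concentration series.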
uPA generation = qHTS for Inhibitors of Cell Surface uPA Generation. cell surface uPA generation assay, qHTS. Potency, µM (highest dose often 38.3 µM), for inactives: at the highest dose activity change, negative = inhibition, hits mostly inhibitors. 330,000 compounds, 0.31% hits. AID 540303, 2011; active = well fitted inhibition curve with a large enough effect; inconclusive = small, poorly fitted or top-dose-only effect; inactive = no such curve, though single readings can be large or run the other way; tested in mouse RAW 264.7 cells; note: potency is the fitted concentration of half-maximal effect; % is set by controls: 0 for no effect and ±100 for the full control effect; nearly all actives have a fitted effect of over 55% in size
TCR act = Activators of T cell receptors: qHTS campaign; primary human leukocytes, anti-CD3, IL-2 HTRF, 48 h; Potency, µM (highest dose often 9.22 µM), without a hit: at the top dose activation of IL-2 secretion, usual class: activators; 330,000 tested, under 10 active; AID 504894, 2011; note: % of control where 0% means no effect
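HTRF read-out of IL-2 secretion: europium cryptate donor excited at 320nm, d2 acceptor emission at 665nm. Cells were primary human leukocytes incubated 48 hr with compounds and a-CD3 beads, supplying TCR signal only.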
Starred values were filed as active, the others as inactive; ? = inconclusive; . = not tested or not shown; [ ] = another dose, or the depositor's remark. Unless noted, calls come from the whole dose curve; as a rule, active = well fitted curve in the direction sought with a large enough effect; inconclusive = small, poorly fitted or top-dose-only effect, or another doubt; inactive = no such curve, though single readings can be large; an effect the other way counts as inactive or inconclusive. The order is random; 3% or so of the library scored in one or more.

Value order: Mito fusion yeast, Tb PFK inh, TSHR antagonist, USP2a inh, Eya2 phos inh, BCR signal inh, ELG1 DNA repair, B2AR arrestin, TSG101-PTAP inh, uPA generation, TCR act
[1] CCc1ccc(N2CC(C(=O)Nc3nc4ccc(S(C)(=O)=O)cc4s3)CC2=O)cc1 (configuration not stated)
  4%, -3%, -9, 1%, -4%, 3%, 0%, 0.1%, -2%, -3%, -1%
[2] CCc1nc(SCC(=O)N2CCC(Cc3ccccc3)CC2)c2c(=O)n(C)c(=O)n(C)c2n1
  2%, -1%, -7, 1%, -13%, 0%, 16%, 0.3%, ., ., .
[3] Cc1c(NC(=O)CN2CCN(c3ccc(F)cc3)CC2)c(=O)n(-c2ccccc2)n1C
  -1%, 0%, 1, -1%, 5%, -1%, 6%, -0.1%, -1%, 0%, 8%
[4] O=C(COc1cccc(Cl)c1)NNC(=S)Nc1ccccc1
  8%, 8%, -11, 1%, 3%, 3%, 12%, -0.5%, -1%, -1%, -1%[46.1 µM]
[5] CCN(CC)S(=O)(=O)c1ccc(NC(=O)C2COc3ccccc3O2)cc1 (configuration not stated)
  -2%, ?, 9, -5%, -5%, 0%, -1%, 0.4%, -6%, -5%, 3%
[6] Cc1ccc(NC(=O)CC2SC(=NC3CCCCC3)NC2=O)cc1 (configuration not stated)
  4%, -7%, 4, -1%, -7%, 2%, 10%, -0.5%, -2%, -4%, -1%[46.1 µM]
[7] CC(C)C(=O)c1cn(CC(=O)O)c2ccccc12
  13%, -2%, 4, 0%, -4%, 1%, -2%, -0.4%, -3%, -3%, -1%
[8] CCOc1cc(/C=C2\C(=N)N3N=C(CC)SC3=NC2=O)ccc1OCCOc1ccc(NC(C)=O)cc1
  -6%, 0%, -7, -2%, ?, -3%, -3%, -0.2%, -7%, -10%, 6%
[9] Cc1cccc(N2CCN(C(=O)C3CCN(S(=O)(=O)c4cccnc4)CC3)CC2)c1C
  3%, 1%, -15, 3%, -3%, ?, -20%, 0.0%, -1%, -26%, 5%
[10] S=C1NC2CCCCC2N1 (configuration not stated)
  15%, 2%, 3, 1%, 7%, 0%, -12%, 0.0%, -1%, 2%, -6%
[11] CCN(CC(=O)Nc1ccccc1OC)CC(=O)Nc1sccc1C#N
  3%, -4%, 0, 2%, -1%, -25%, ?, 0.1%, -2%, 0%, 5%
[12] CC1CN(C(=O)c2cccs2)CCN1C(=O)c1cccs1 (configuration not stated)
  -6%, 1%, 4, -2%, 7%, -5%, -10%, -1.1%, -4%, -4%, 10%
[13] CC(C)N(C(=O)CSc1nn2c(=O)c(C(C)(C)C)nnc2s1)c1ccccc1
  3%, 2%, -6, 0%, -18%, 8%, 20%, -0.5%, -2%, -6%, 2%
[14] Cc1ccc(C(=O)C(C)N(C(=O)c2ccc(Cl)cc2Cl)N2C(=O)CCCC2=O)cc1 (configuration not stated)
  1%, 1%, -6, 1%, -5%, -1%, 2%, 0.0%, -4%, -7%, 4%
[15] COc1cc(CCCN2C(N)=NC[C@@H]2c2ccccc2)cc(OC)c1OC
  -4%, 0%, -6, -3%, 5%, ?, 8%, -0.4%, -1%, 4%, 3%
[16] Cc1nc2nc(-c3ccc(Cl)cc3)nn2c(C)c1Cl
  1%, -1%, -4, 2%, 5%, 7%, ?, 0.0%, ., ., .
[17] COc1ccc(CCNC(=O)COC(=O)c2cccn2C)cc1
  ., -7%, 37, -1%, 7%, -1%, 1%, -0.4%, -1%, -4%, 8%
[18] C/C(=N\N(c1ccccc1)c1ccccc1)c1ccco1
  7%, 0%, 7, 1%, -3%, 3%, 12%, -0.8%, -6%, -1%, 2%
[19] CC1CCCCN1C(=S)NC(=O)c1cccs1 (configuration not stated)
  -13%, 0%, -2, 13%, 5%, ?, 1%, ?, -2%, 7%, 3%
[20] CC(C)C(NC(=O)CC12CC3CC(CC(C3)C1)C2)C(=O)O (configuration not stated)
  -1%, -2%, -8, 1%, 8%, 2%, 0%, -0.2%, -3%, -1%, -1%
[21] Oc1ccc(/C=N/Nc2ccc(Cl)nn2)cc1O
  -29%, 1%, -12, 2%, -3%, -3%, ?, 0.0%, 0%, ?, -6%
[22] CCN(C[C@H]1N[C@@](Cc2ccccc2)(C(=O)OC)[C@H]2C(=O)N(C)C(=O)[C@@H]12)C(=O)C1CCCCC1
  ., 0%, 25, -3%, 6%, 0%, 14%, 8.7%, -7%, 15%, -1%
[23] Nc1c(C(=O)NCc2ccc(F)cc2)c2nc3ccccc3nc2n1CCCN1CCOCC1
  -15%, 1%, -10, -14%, -13%, ?, ?, -0.3%, -2%, -3%, 3%
[24] CC(=O)Nc1ccc(NC(=O)c2ccc(Cl)nc2)cc1
  2%, -6%, 4, -2%, -7%, 11%, 23%, -0.2%, -1%, 11%, 2%
[25] CC1CCN(CCC(=O)Nc2ccc(Cl)cc2)CC1
  -4%, -4%, 12, 0%, 3%, -7%, -7%, -0.9%, -2%, 0%, 0%
[26] Cn1c(N2C(=O)CC(Cc3ccccc3)C2=O)nc2ccccc21 (configuration not stated)
  0%, 1%, -9, 2%, 5%, -8%, 3%, -0.4%, -3%, 8%, 6%[46.1 µM]
[27] FC(F)(F)c1cccc(Cc2noc(CN3CCC(N4CCCCC4)CC3)n2)c1
  -1%, -4%, -2, 11%, 4%, ?, 9%, 0.0%, 1%, 0%, 0%
[28] O=C(O)c1ccc(CN2C(=O)c3ccc(C(=O)O)cc3C2=O)cc1
  -3%, 1%, -1, 4%, -7%, 2%, 24%, -0.5%, -4%, 4%, 0%
[29] COc1ccccc1C(=O)N/C(=C\c1ccc(Br)cc1)C(=O)NCCCO
  1%, -8%, 9, -2%, 2%, 4%, 11%, -0.6%, -4%, 0%, -7%
[30] CC1CCC2(CC1)NC(=O)N(CC(=O)NCCc1ccc(F)cc1)C2=O (configuration not stated)
  0%, 0%, -12, 2%, 0%, 0%, 2%, 0.1%, -2%, -8%, -2%
[31] CN1C(=O)CSC1=NC12CC3CC(CC(C3)C1)C2
  4%, 5%, 11, 1%, 1%, -1%, 18%, -0.1%, -4%, 1%, -3%
[32] CC(C)Cn1c(SCC(=O)N(C)c2c(N)n(Cc3ccccc3)c(=O)[nH]c2=O)nc2ccccc21
  -4%, -12%, 13, 0%, -16%, 1%, 8%, 0.0%, -3%, 5%, 0%
[33] CCOC(=O)Cc1csc(NC(=O)C(NC(=O)C2CCCCC2)C(C)C)n1 (configuration not stated)
  -2%, 2%, -4, 3%, ?, -1%, ?, 0.0%, -2%, 3%, 0%

Only TSG101-PTAP inh, ELG1 DNA repair and BCR signal inh, for some of the entries so far:
entry	structure	TSG101-PTAP inh	ELG1 DNA repair	BCR signal inh
1	CCc1ccc(N2CC(C(=O)Nc3nc4ccc(S(C)(=O)=O)cc4s3)CC2=O)cc1 (configuration not stated)	-2%	0%	3%
18	C/C(=N\N(c1ccccc1)c1ccccc1)c1ccco1	-6%	12%	3%
